# Screening data as filed in PubChem BioAssay.
# RGS4-Gao reg: human RGS4-Galphao interaction regulation; Multiplexed bead flow cytometry, RGS4-Galphao binding; actives lie on both sides; AID 1415; hit rate 0.33% among 220,000; P09471; binding response (% of control), % at 10 µM; in the data active means binding response below about 49% or above about 150%; inactive means in between;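 further: fluorescent Galphao activated with aluminum fluoride binding bead-coupled RGS4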
# Target sequence (P09471 whole entry, looked up): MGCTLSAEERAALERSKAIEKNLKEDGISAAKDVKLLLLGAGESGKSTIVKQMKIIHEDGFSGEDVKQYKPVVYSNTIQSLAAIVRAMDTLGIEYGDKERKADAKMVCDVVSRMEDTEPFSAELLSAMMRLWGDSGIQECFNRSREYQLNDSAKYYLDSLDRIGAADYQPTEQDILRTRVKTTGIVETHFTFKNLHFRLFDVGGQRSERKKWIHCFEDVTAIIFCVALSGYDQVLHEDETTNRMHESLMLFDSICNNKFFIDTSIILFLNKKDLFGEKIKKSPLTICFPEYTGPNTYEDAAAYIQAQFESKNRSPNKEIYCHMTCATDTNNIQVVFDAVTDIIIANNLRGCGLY
# Bcl-B Bim block: human Bim-Bcl-B interaction inhibition | Q9HD36 | bead-based flow cytometry, Bim peptide-Bcl-B binding | inhibition, % at 10 µM | hit rate 0.073% among 190,000 | AID 951;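 further: 0% = tracer peptide without compound and 100% = reference inhibitor peptide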
# Target sequence (Q9HD36 whole entry, looked up): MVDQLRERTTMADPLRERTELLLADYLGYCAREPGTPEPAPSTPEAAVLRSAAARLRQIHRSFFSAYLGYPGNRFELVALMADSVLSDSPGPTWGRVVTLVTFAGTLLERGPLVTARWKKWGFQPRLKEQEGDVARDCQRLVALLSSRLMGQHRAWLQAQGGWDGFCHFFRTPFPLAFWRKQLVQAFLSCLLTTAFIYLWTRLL
# RGS8-Gao: regulators of human RGS8-Galphao interaction. P09471. multiplexed bead flow cytometry, RGS8-Galphao binding; actives lie on both sides. response (percent of control binding), % at 10 µM. hit rate 0.34% among 220,000. AID 1423; in the data active means response below about 60% or above about 140%; inactive means in between;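 further: Galphao activated as the GDP aluminium fluoride complex binding bead-coupled RGS8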
# RGS7-Gao: modulates binding of RGS7 to human Galphao; Multiplexed bead flow cytometry; actives lie on both sides; hit rate 0.35% among 220,000; binding response (% of control), % at 10 µM; P09471; in the data active means binding response below about 49% or above about 150%; inconclusive means no clear call, values can overlap the other calls; inactive means in between;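 further: fluorescent Galphao held in activated GDP-AlF4 state binding bead-coupled RGS7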
# Bcl-XL Bim block: human Bim-Bcl-XL interaction inhibition | hit rate 0.04% among 190,000 | Bim peptide-Bcl-XL binding, bead flow cytometry, fluorescence | inhibition, % at 10 µM | Q07817
# Target sequence (Q07817 whole entry, looked up): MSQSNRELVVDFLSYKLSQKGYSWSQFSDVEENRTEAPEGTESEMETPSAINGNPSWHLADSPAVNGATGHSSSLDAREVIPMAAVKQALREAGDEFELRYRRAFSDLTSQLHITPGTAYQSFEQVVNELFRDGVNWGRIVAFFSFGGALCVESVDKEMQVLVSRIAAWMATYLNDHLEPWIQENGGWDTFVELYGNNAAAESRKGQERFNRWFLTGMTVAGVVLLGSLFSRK
# Bcl-2 Bim block: human Bim-Bcl-2 interaction inhibition | P10415 | Bead-based flow cytometry, Bim peptide-Bcl-2 binding | inhibition, % at 10 µM | hit rate 0.06% among 190,000; in the data active means inhibition above about 40%; inconclusive means no clear call, values can overlap the other calls;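 further: 0% = no compound wells with probe peptide and 100% = reference peptide inhibitor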
# Target sequence (P10415 whole entry, looked up): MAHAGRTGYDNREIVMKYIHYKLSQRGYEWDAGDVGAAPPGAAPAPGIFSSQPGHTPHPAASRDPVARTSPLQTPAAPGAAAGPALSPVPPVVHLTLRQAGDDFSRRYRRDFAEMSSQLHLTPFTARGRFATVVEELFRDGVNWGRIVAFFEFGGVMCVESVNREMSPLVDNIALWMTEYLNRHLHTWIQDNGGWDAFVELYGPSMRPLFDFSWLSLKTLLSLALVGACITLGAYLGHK
# GSH bead fluor: GSH bead compound fluorescence profile. GSH beads flow cytometry, compound fluorescence 488/530 nm; stronger effect = higher value. fluorescence (KMESF) at 10 µM. hit rate 0.25% among 190,000; in the data active means fluorescence above about 89;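 further: glutathione beads carrying GST-tagged Bcl family fusion proteins plus one bare bead set; values are compound well signal with DMSO vehicle wells as background; inactives centre near 16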
# Bcl-W Bim block: human Bim-Bcl-W interaction inhibition; bead-based flow cytometry, Bim peptide-Bcl-W binding; inhibition, % at 10 µM; hit rate 0.02% among 190,000;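 further: 0% = bound tracer without compound and 100% = peptide blocker; higher means less fluorescent Bim peptide bound to Bcl-W beads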
# Mcl1 Bid PPI: Mcl-1/Bid interaction inhibition | inhibition, % at 21.7 µM | Q07820 | hit rate 0.97% among 220,000 | TR-FRET Mcl-1/Bid-Dy647 peptide binding, 1536-well | AID 1021;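 active means compounds that cut the binding signal by more than half at the single screening dose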;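 further: His-tagged Mcl-1 with europium anti-His antibody binding Bid BH3 peptide; 0% = Mcl-1 plus peptide wells and 100% = peptide-only wells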
# Mcl-1 Bim block: human Bim-Mcl-1 interaction inhibition | hit rate 0.1% among 190,000 | Q07820 | inhibition, % at 10 µM | Bead-based flow cytometry, Bim peptide-Mcl-1 binding;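 further: 0% = no compound tracer wells and 100% = peptide blocker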
# Bim-Bfl-1: disrupts Bim binding to human Bfl-1 | Q16548 | Bead-based flow cytometry, Bim-Bfl-1 binding inhibition | hit rate 0.12% among 190,000 | inhibition, % at 10 µM;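 further: 0% = wells without compound plus tracer and 100% = blocker peptide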
# * hit, by the source's call; ? = inconclusive; [ ] = remark or other dose. Unless noted, no stated cut-off is given here; in the data, active means inhibition above about 40%.
SMILES,RGS4-Gao reg,Bcl-B Bim block,RGS8-Gao,RGS7-Gao,Bcl-XL Bim block,Bcl-2 Bim block,GSH bead fluor,Bcl-W Bim block,Mcl1 Bid PPI,Mcl-1 Bim block,Bim-Bfl-1
N=C1/C(=C\c2ccc(OCc3ccccc3)cc2)C(=O)N=C2SC(N3CCCC3)=NN12,88,-3,94,85,-4,-3,18,0,-16,-1,-5
CN(C)/C=C1\C(=O)NN=C1c1ccccc1,107,-6,109,105,0,-6,11,0,-8,0,-6
Nc1cc(S(=O)(=O)N2CCOCC2)ccc1Oc1ccc(F)cc1,100,3,100,?,2,1,10,-1,6,-3,2
CCOc1cc(/C=N/Nc2nc3ccccc3[nH]2)cc(Br)c1OCC(=O)N(C)C,105,-4,105,102,0,0,13,-1,-100,-1,-5
COc1ccc(-c2cc(=Nc3ccc(C(=O)O)cc3)c3cc(C)ccc3o2)cc1,101,-7,100,103,-7,-3,20,0,8,-2,-3
CN1CCCC(OC(=O)c2cc(Cl)ccc2Cl)C1 (configuration not stated),97,-5,100,100,-17,-1,258*,1,-8,-3,-14
CCOC(=O)N1CCN(C(=O)C2CCN(S(=O)(=O)c3ccc(Cl)cc3)CC2)CC1,105,-5,107,102,-6,-1,6,0,4,-1,-8
COC(=O)C(CCSC)NC(=O)CNC(=O)C1CCCCC1 (configuration not stated),102,-12,99,102,-7,-4,28,-3,-36,-2,-17
CCC(C)NC(=O)CCn1c(-c2ccc(F)cc2)cc(C(C)=O)c1C (configuration not stated),98,-4,99,103,-6,-2,12,-5,-34,-2,-5
CCCc1cc(-c2nc(N)ncc2-c2csc(C)n2)c(O)cc1OC,101,0,102,100,0,0,72,-1,11,0,1
NC(N)=N/N=C/c1cc([N+](=O)[O-])ccc1O,105,-5,116,109,-3,-1,8,-2,-11,-6,-1
O=C1CCCN1CCCN=c1c([N+](=O)[O-])nn(-c2ccc(Cl)cc2)n1O,98,-3,103,?,0,0,22,1,-23,0,-1
CCC(C)NC(=O)NCc1ccccc1F (configuration not stated),98,-7,102,?,-1,-4,15,0,-11,-2,-7
Cc1nn(Cc2ccc(F)cc2)c(Cl)c1/C=N/NC(=O)c1ccccc1,104,-5,104,105,-1,-2,13,-5,-8,-3,-7
CCC(=O)NCCCc1nc2ccccc2n1Cc1ccccc1F,99,-6,100,98,-1,-7,13,-3,-8,-5,-4
O=C(O)CSc1ncnc2sc(-c3ccccc3)cc12,96,0,97,94,-1,-2,17,0,-3,0,4
CC12CCC(C(=O)NNc3ccc([N+](=O)[O-])cc3)(CC1=O)C2(C)C (configuration not stated),87,5,79,81,3,5,9,3,-20,1,10
CCC(C)NC(=O)C1=C(C)C(=O)OC12CCC(C)CC2 (configuration not stated),102,-1,104,104,-5,-7,13,2,-10,1,-8
O=C(CN1CCN(S(=O)(=O)c2ccccc2)CC1)Nc1ccc(Cl)c(Cl)c1,98,0,94,98,0,1,20,-1,-19,0,-1
COC(=O)c1cnn(-c2nc(OC)cc(OC)n2)c1C,94,-5,101,97,-2,-25,17,0,-25,0,-11
O=C(CSc1nnc2ccccn12)Nc1ccccc1C(=O)NC1CC1,102,-1,99,102,-1,-1,15,-3,-26,-1,-2
COC(=O)c1c(S(=O)(=O)NCc2ccccc2)sc(C(=O)O)c1C,101,-10,101,103,-1,-8,26,-2,-2,-2,-12
O=C(O)c1ccccc1C(=O)Nc1ccc(Br)c2cccnc12,96,-6,97,?,-4,-7,16,-2,-17,-7,-8
CC(=O)c1ccc(NS(=O)(=O)c2c(C)cc(C)cc2C)cc1,95,-5,104,93,-4,-2,14,0,7,3,-4
N=c1n(Cc2ccccc2)c2ccccc2n1CC(O)COc1ccc(Cl)cc1Cl (configuration not stated),101,-15,102,97,1,1,13,2,0,-1,0
Cn1cccc1-c1nc2ccc(NC(=O)c3ccccc3)cc2[nH]1,100,-12,97,101,-10,-9,30,0,-17,-3,-19
COc1ccc(S(=O)(=O)n2oc(=O)cc2-c2ccccc2)cc1OC,102,-2,100,107,13,4,2,2,-27,6,-10
CCc1cccc(NC(=S)N(CCCN2CCOCC2)C(C)c2cc3cccc(OC)c3o2)c1 (configuration not stated),99,-2,101,100,-1,-2,11,0,-25,-1,-4
CCN(CC)C(=O)NCc1c(C)cc(C)cc1C,103,-2,104,101,-1,0,10,1,-8,2,-7
COc1ccc(OC)c(C2=NNC(=NCc3ccc4c(c3)OCO4)SC2)c1,100,25,88,100,22,28,3,24,-21,15,27
CCOC(=O)c1ccc(NC(=O)C2(c3ccccc3)CCCC2)cc1,131,-6,144*[activator],123,-4,-2,7,-3,-17,0,-4
CCOC(=O)c1c(C)[nH]c(C)c1C(=O)COC(=O)c1ccc(S(=O)(=O)N(CC)CC)cc1,97,2,101,98,1,-2,21,1,-26,0,-2
COC(=O)c1cc(=O)n(-c2ccccc2)c(=Nc2ccccc2)s1,97,-9,100,103,-5,-1,13,-5,-4,-2,-5
COc1ccc(CNC(=O)CC2Sc3ccccc3NC2=O)cc1 (configuration not stated),103,-3,104,106,-3,-1,14,0,3,0,-5
CC1CCCCC1NC(=S)NC(=O)c1ccccc1Br (configuration not stated),97,-3,107,94,0,-1,7,-1,-28,-3,-1
CC(OC(=O)CCc1nc(=O)c2ccccc2n1C)C(=O)NCc1ccc2c(c1)OCO2 (configuration not stated),101,-2,102,95,-2,0,16,0,-14,0,0

# Reprinted at random: 2 records from the list
SMILES,RGS4-Gao reg,Bcl-B Bim block,RGS8-Gao,RGS7-Gao,Bcl-XL Bim block,Bcl-2 Bim block,GSH bead fluor,Bcl-W Bim block,Mcl1 Bid PPI,Mcl-1 Bim block,Bim-Bfl-1
COC(=O)c1cc(=O)n(-c2ccccc2)c(=Nc2ccccc2)s1,97,-9,100,103,-5,-1,13,-5,-4,-2,-5
COc1ccc(CNC(=O)CC2Sc3ccccc3NC2=O)cc1 (configuration not stated),103,-3,104,106,-3,-1,14,0,3,0,-5

# Next section.
SMILES,RGS4-Gao reg,Bcl-B Bim block,RGS8-Gao,RGS7-Gao,Bcl-XL Bim block,Bcl-2 Bim block,GSH bead fluor,Bcl-W Bim block,Mcl1 Bid PPI,Mcl-1 Bim block,Bim-Bfl-1
COC(=O)CSc1snnc1-c1ccc(Cl)cc1Cl,97,-3,98,98,0,-3,4,-2,-9,2,-13
O=C1c2ccccc2C(=O)c2c1oc(C(F)(F)F)c2C(=O)c1ccccc1,104,-3,98,99,0,-2,19,0,-3,-4,4
Cc1cccc(NC(=S)N/N=C/c2cccn2Cc2ccc(F)cc2)c1,104,-3,104,105,-1,-2,8,0,-66,1,-7
CC(=O)[C@@]1(O)CC[C@H]2[C@@H]3CCC4=CC(=O)CC[C@]4(C)[C@H]3CC[C@@]21C,99,-8,100,99,-2,1,20,-1,1,-2,0
Cc1ccc2occ(C3NC(C(=O)O)CS3)c(=O)c2c1 (configuration not stated),102,0,105,97,-1,4,5,0,-75,1,1
O=C(CSc1nc2ccc(S(=O)(=O)N3CCOCC3)cc2[nH]1)N1CCOCC1,107,-30,76,147,-10,-6,51,0,-12,-13,36
CCOC(=O)CSc1nnc(CNc2ccc(Cl)cc2)n1Cc1ccccc1,104,-6,100,102,-3,8,19,-2,-22,-1,-1
O=C(O)c1ccc(COCC(F)(F)C(F)F)o1,99,-13,94,94,-4,-12,35,-4,31,-4,-16
O=C(Nc1ccccc1)c1cccc(C(F)(F)F)c1,104,9,97,101,5,0,16,3,5,2,0
NC(=O)c1ccc2c(c1)OCCO2,97,-4,96,88,-6,-4,42,4,3,13,-9
CCCCNC(=S)Nc1ccc(C(F)(F)F)cc1,100,-3,104,102,-4,1,10,-1,-35,0,-9
Cc1ccc2nsnc2c1S(=O)(=O)Nc1cccc2nsnc12,105,-6,104,104,7,-5,67,1,9,1,-8
Oc1ccc2n[nH]nc2c1,96,-5,99,98,-3,0,21,-2,-19,-3,0
Cn1c(SCC(=O)N2CCOCC2)nnc1-c1cccc(NC(=O)c2ccccc2)c1,102,-1,103,103,0,1,23,0,-1,1,-1
Cc1ccccc1C(=O)c1c[nH]c(C(=O)NCc2ccco2)c1,100,-3,101,102,0,-4,7,0,-62,-4,-1
CN(C)c1ccc(NC(=O)COC(=O)c2cc(Cl)ccc2[N+](=O)[O-])cc1,97,-3,104,98,0,2,7,2,-46,-3,2
O=C(NC1CCCC1)C(c1ccccn1)N(C(=O)c1csnn1)C1CC1 (configuration not stated),93,-4,96,94,0,-1,16,0,16,0,0
CCN(CC)CCNC(=O)c1ccc2c(=O)n(CCc3ccccc3)c(=O)[nH]c2c1,96,-4,98,101,-3,0,13,0,-3,-3,-2
COc1ccc(C(=O)OCCOc2ccccc2C(C)=O)c(O)c1,104,3,101,104,-2,-3,9,-1,-2,28,-2
COc1c(S(=O)(=O)N2CCCC2)ccc(Cl)c1Cl,106,-10,103,100,0,-8,35,-5,-11,0,-9
COc1cc(C2=NOC(C(=O)Nc3ccc(C)cc3)C2)cc(OC)c1OC (configuration not stated),98,-2,99,101,-5,-4,22,-2,-8,-3,-3
COCCCNC(=O)COc1cc(C)c(Cl)c(C)c1,97,-6,97,89,-3,-1,16,0,-5,-2,-2
C=CCn1c(CC(=O)Nc2cccc(OC)c2)nnc1SCC(=O)NC1CCCCC1,104,-4,105,102,0,-5,9,5,-29,1,-8
COc1cc2c(cc1NC(=O)COC(=O)c1ccccc1)oc1ccccc12,99,-7,101,100,-5,-5,10,-3,-11,-2,-6
O=C(O)c1ccc(Cn2cnc3sc4c(c3c2=O)CCCC4)cc1,102,-6,103,98,-5,-4,26,-6,0,-3,-6
Cc1c(Cl)cccc1NC(=S)NC1CCN(Cc2ccccc2)CC1,104,-13,103,103,-12,-2,19,-5,-102,-6,-9
O=C(c1ccccc1NS(=O)(=O)c1ccc(F)cc1)N1CCc2ccccc21,99,-16,100,99,-16,-9,19,-18,-7,-29,-7
N=C1C(c2ccccc2)=C(O)CN1c1cccc(O)c1,94,-6,97,97,0,-5,11,-3,-19,-1,-7
Brc1ccc(OCc2nnc(SCC3CCCCC3)o2)cc1,104,-4,101,106,-5,-4,12,-3,3,-4,-1
CCOC(=O)C1CCN(C(=O)Nc2ccc3oc(C)nc3c2)CC1,99,-2,87,91,0,0,17,-1,-9,0,-1
O=C(COc1ccc(Br)cc1)Nc1ccccc1N1CCCC1,96,-5,95,99,-5,-2,19,-2,-41,-1,-6
COCCNC(=O)CCn1c(=O)oc2ccccc21,102,-3,98,99,-3,0,16,-2,-1,-2,0
O=C(O)c1ccc(COc2ccc(Cl)cc2)o1,98,-7,99,98,-7,-5,20,-2,-12,-4,-8
Cc1ccc2nc(Cl)c(CN(Cc3cccs3)C(=O)C3CC3)cc2c1,102,-13,104,103,-8,-15,28,-2,-9,-1,-9
CCOC(=O)c1c(C)[nH]c(C)c1C(=O)CSc1nnc(N)s1,99,-2,101,?,0,-1,15,0,-22,0,-3
CC(=O)Nc1cc2c(cc1NC(=O)Cn1nc(-c3ccccc3F)ccc1=O)OCCO2,87,-1,92,84,0,2,14,-2,-5,-5,1
CCN(CC)CCN(Cc1cc2cccc(C)c2[nH]c1=O)C(=S)Nc1ccccc1,104,-6,103,100,-4,-3,19,-2,-28,-4,-2
